m5-HT2A agonist: mouse Htr2a agonists via beta-arrestin recruitment, primary screen, cell-based, luminescence. CHO-K1 mHTR2A beta-arrestin complementation; percent of 30 µM serotonin response. activation, % at 7.6 µM. actives 0.66% (n = 360,000);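 active = activation above a run cutoff, the mean activation of all tested compounds plus 3 SD, cut at about 14% in these data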;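 note: 0% = plate median of compound wells and 100% = 30 µM serotonin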
PDI turbidity: inhibitors of human PDI, primary screen, biochemical, turbidity, single point, plate reader. Protein disulfide-isomerase (Homo sapiens), P07237. PDI insulin aggregation turbidity, A650, 90 min. inhibition, % at 10 µM. actives 0.052% (n = 350,000). AID 588391, 2011;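 active = mean inhibition across replicates of 30% or more, whatever share of single replicates reach that level; inconclusive = mean inhibition below 30% while every single replicate reaches 30%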;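 note: absorbance from insulin aggregation driven by PDI reduction with DTT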
H9c2 protect: cardioprotection against H2O2-induced cell death, primary screen, uHTS, H9c2 cells, ATPLite luminescence; H9c2 cardiomyocytes, H2O2 injury protection, 2 h; protection from H2O2 cell death, % at 20 µM; actives 0.63% (n = 360,000); AID 588492, 2011;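 active = compounds giving at least 50% protection of heart cells from peroxide-induced death in the single-dose screen, raw or plate-pattern-corrected value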;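 note: 0% = DMSO wells with peroxide and 100% = DMSO wells without peroxide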
aDG glyco up: activators of alpha-DG glycosylation, primary screen, uHTS, Pro5-aDG cells, AlphaScreen; alpha-DG glycosylation AlphaScreen (IIH6); 0% Pro5, 100% B10-LARGE cell signal; activation, % at 10 µM; actives 0.22% (n = 360,000); AID 624168, 2012;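 active = activation of at least 8% versus controls, or a plate z-score of at least 8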;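 note: Pro5 are CHO cells carrying HIG-tagged alpha-DG that lacks glycosylation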
MC4R ag barr: MC4R agonists recruiting beta-arrestin, primary screen, cell-based, luminescence, agonist arm of biased-ligand search; Melanocortin receptor 4 (Homo sapiens), P32245; U2OS MC4R beta-arrestin complementation; percent of melanotan II response, DMSO zero; activation, % at 8.9 µM; actives 0.98% (n = 360,000); AID 540308, 2011;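 active = activation above a per-plate cutoff, the mean activation of sample wells on that plate plus 3 SD, cut at about 8% in these data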
Vif imaging: HIV Vif self-association inhibitors, primary screen, imaging, HEK293T, single point; HEK293T cells, Vif self-association by quenched fluorescence, 24 h; inhibition, % at 7.49 µM; actives 0.35% (n = 340,000); AID 602346, 2012; in the data active = inhibition above about 50%, passing the limit was not always enough; inconclusive = no clear call, values can overlap the other calls; inactive = below about 31%; note: some results filed as inactive read as strong as hits
ABCB6 inh MLPCN: ABCB6 transporter inhibitors, primary screen, K562-ABCB6 cells, flow cytometry, MLPCN library; K562-ABCB6 porphyrin accumulation, 1 h; active compounds read low; actives 0.19% (n = 360,000); fluorescence ratio to DMSO, % at 10 µM; AID 602162, 2011;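 active = fluorescence ratio to DMSO below 75%, the collection mean minus 3 SD; inconclusive = too few cells collected in the well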;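 note: signal is porphyrin accumulated inside mitochondria; 100% equals median channel fluorescence of DMSO control wells; lower ratio means ABCB6 inhibition with less porphyrin fluorescence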
Target sequence (Q9NP58 whole entry, looked up): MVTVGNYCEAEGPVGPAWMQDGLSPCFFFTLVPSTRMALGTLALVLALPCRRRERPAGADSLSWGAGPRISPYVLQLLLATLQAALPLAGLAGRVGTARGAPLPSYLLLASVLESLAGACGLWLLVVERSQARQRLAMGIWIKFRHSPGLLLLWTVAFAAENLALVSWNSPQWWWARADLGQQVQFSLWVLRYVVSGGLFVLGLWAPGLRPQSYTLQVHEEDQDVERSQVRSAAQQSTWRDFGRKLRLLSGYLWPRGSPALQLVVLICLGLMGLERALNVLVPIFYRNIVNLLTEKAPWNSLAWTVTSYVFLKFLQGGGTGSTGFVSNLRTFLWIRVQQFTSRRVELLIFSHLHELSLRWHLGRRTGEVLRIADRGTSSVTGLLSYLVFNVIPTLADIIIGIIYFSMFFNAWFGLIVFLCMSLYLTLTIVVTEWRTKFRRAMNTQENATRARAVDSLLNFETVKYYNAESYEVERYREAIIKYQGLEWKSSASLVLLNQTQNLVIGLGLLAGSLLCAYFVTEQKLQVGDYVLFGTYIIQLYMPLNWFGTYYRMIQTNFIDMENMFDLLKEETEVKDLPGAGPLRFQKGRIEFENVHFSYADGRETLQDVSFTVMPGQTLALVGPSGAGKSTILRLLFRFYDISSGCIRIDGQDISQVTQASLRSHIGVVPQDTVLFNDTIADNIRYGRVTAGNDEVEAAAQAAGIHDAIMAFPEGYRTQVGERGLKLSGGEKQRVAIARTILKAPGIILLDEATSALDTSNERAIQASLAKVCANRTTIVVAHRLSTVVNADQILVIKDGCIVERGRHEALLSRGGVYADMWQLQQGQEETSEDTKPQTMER
MC4R antagonist: MC4R antagonists of cAMP signaling, primary screen, cell-based, TR-FRET, antagonist arm of biased-ligand search. inhibition, % at 6.5 µM. AID 540295, 2011. actives 0.48% (n = 360,000). Melanocortin receptor 4 (Homo sapiens), P32245. MC4R-expressing cells, MTII-stimulated cAMP, LANCE TR-FRET;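 active = inhibition above its plate's cutoff, the mean of tested wells on that plate plus 3 SD, cut at about 29% in these data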;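 note: 0% = Melanotan II alone and 100% = Melanotan II plus saturating MCL0020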
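system = U2OS cells with stable human MC4R expression | also added = Melanotan II challenge after compound preincubation | dosing = one concentration, 6.5 µM nominal | incubation = compound 30 min, challenge 1 h, detection 1 h | measured by = TR-FRET with Eu-cAMP and labeled anti-cAMP, 671 nm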
N-glyco inh: increase of ERlucT glycosylation luciferase signal, primary screen, N-linked glycosylation inhibitor project, D54 ERlucT cells, luminescence, set 2 | actives 0.23% (n = 360,000) | reporter increase, % at 12.5 µM | D54 ERlucT glycosylation luciferase reporter, 24 h; percent of 100 nM tunicamycin response;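 active = mean luciferase reporter signal, scaled so untreated is 0 and the glycosylation-blocking control 100, at or above a set limit in every replicate; inconclusive = mean reaches the limit but not every replicate does; inactive = mean below the limit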;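 note: luciferase carries N-glycosylation sites so blocking glycosylation raises the light; 0% = median of neutral control wells and 100% = median of 100 nM tunicamycin wells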
CaV13 FRET inh: Primary screen for inhibitors of IQ motif and Ca2+-dependent inactivation inhibitor domain binding in CACNA1D, Förster resonance energy transfer in living cells, … | HEK cells, CFP/YFP FRET ICDI-IQ, plate reader, 10 min; percent FRET-ratio fall versus neutral wells | AID 743397 | actives 0.098% (n = 340,000) | inhibition, % at 12.3 µM;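 active = mean replicate inhibition of at least 30% and at least 1% of replicates passing that level; inconclusive = only one of the two criteria is met; inactive = neither criterion is met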;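 note: 0% = median of the neutral control wells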
Numbers without * were called inactive.

Screening c1ccc(-c2nnsc2-c2nc3ccccc3[nH]2)cc1 returned m5-HT2A agonist -1, PDI turbidity -9, H9c2 protect 2, aDG glyco up 0.0, MC4R ag barr -0.7, Vif imaging 0, ABCB6 inh MLPCN 97, MC4R antagonist -6, N-glyco inh 4 and CaV13 FRET inh -2.
Screening CC(C)(C)OC(=O)C[C@H]1C/C=C\C[C@H](CC(=O)NCCO)C(=O)NCCOC1=O returned m5-HT2A agonist 2, PDI turbidity -9, H9c2 protect 2, aDG glyco up 0.1, MC4R ag barr -1.8, Vif imaging -4, ABCB6 inh MLPCN 99, MC4R antagonist -7, N-glyco inh 1 and CaV13 FRET inh -11.
Screening O=C(COC(=O)C1(c2ccc(F)cc2)CCCC1)NCc1ccco1 returned m5-HT2A agonist -3, PDI turbidity -2, H9c2 protect 0, aDG glyco up -0.1, MC4R ag barr -1.7, Vif imaging -9, ABCB6 inh MLPCN 94, MC4R antagonist 4, N-glyco inh 0 and CaV13 FRET inh -6.
`COCc1cc(=O)[nH]c2c1c(-c1ccccc1)nn2C` gave m5-HT2A agonist 3, PDI turbidity -4, H9c2 protect 0, aDG glyco up 0.1, MC4R ag barr -1.7, Vif imaging 0, ABCB6 inh MLPCN 99, MC4R antagonist -2, N-glyco inh 1 and CaV13 FRET inh -4.
Screening C=CCC1(CC=C)CCCN1C(=O)CC1C(=O)NCCN1Cc1ccc(OC)c(OC)c1 (configuration not stated) returned m5-HT2A agonist -2, PDI turbidity 9, H9c2 protect 0, aDG glyco up -0.2, MC4R ag barr -0.3, ABCB6 inh MLPCN 103, MC4R antagonist 0, N-glyco inh 0 and CaV13 FRET inh -5.
Screening CCN(CC)C(=O)CSc1nnc(-c2c[nH]c3ccccc23)o1 returned m5-HT2A agonist -1, PDI turbidity -4, H9c2 protect -4, aDG glyco up -0.1, MC4R ag barr -1.6, Vif imaging 14, ABCB6 inh MLPCN 97, MC4R antagonist -3, N-glyco inh -2 and CaV13 FRET inh -4.
For Nc1ncnc2c1ncn2[C@@H]1O[C@H](C(=O)N2CCN(c3ccc(Cl)cn3)CC2)[C@@H](O)[C@H]1O the results were m5-HT2A agonist -2, H9c2 protect 8, aDG glyco up -0.3, Vif imaging 0, ABCB6 inh MLPCN 94, N-glyco inh 2 and CaV13 FRET inh -6.
Screening CCCO/N=C1/C(=O)N(c2ccccc2)c2ccccc21 returned m5-HT2A agonist 0, PDI turbidity -5, H9c2 protect -3, aDG glyco up -0.1, MC4R ag barr 3.4, Vif imaging 0, ABCB6 inh MLPCN 110, MC4R antagonist 5, N-glyco inh -4 and CaV13 FRET inh 4.
For N#Cc1nc(-c2ccco2)oc1NCCCN1CCOCC1 the results were m5-HT2A agonist 3, PDI turbidity -3, H9c2 protect 5, aDG glyco up -0.3, MC4R ag barr -0.6, ABCB6 inh MLPCN 94, MC4R antagonist -3, N-glyco inh -1 and CaV13 FRET inh -7.
COc1ccc(/C=C/C(=O)OCC(=O)N(C)CC(=O)Nc2ccc(C)cc2)c(OC)c1 was read as m5-HT2A agonist -1, PDI turbidity -1, H9c2 protect -11, aDG glyco up 0.4, MC4R ag barr 0.5, Vif imaging 30, ABCB6 inh MLPCN 99, MC4R antagonist 11, N-glyco inh -1 and CaV13 FRET inh -15.
Screening O=C(CCCN1C(=O)/C(=C/c2ccccc2Cl)SC1=S)NCCCN1CCOCC1 returned m5-HT2A agonist -6, PDI turbidity 5, H9c2 protect -5, aDG glyco up 0.7, MC4R ag barr -3.8, Vif imaging 4, ABCB6 inh MLPCN 103, MC4R antagonist -7 and N-glyco inh 1.
Screening COc1cc(CNCCN(C)C)c(Br)cc1OCC(=O)NCc1ccccc1 returned m5-HT2A agonist -4, PDI turbidity 3, H9c2 protect 10, aDG glyco up -0.1, MC4R ag barr 1.2, Vif imaging -5, ABCB6 inh MLPCN 92, MC4R antagonist -4, N-glyco inh -2 and CaV13 FRET inh -10.
`CCCOc1ccc(C(=O)CCNc2ccc(C)c(Cl)c2)cc1` gave m5-HT2A agonist 1, PDI turbidity 2, H9c2 protect -8, aDG glyco up 0.0, MC4R ag barr -1.4, Vif imaging 0, ABCB6 inh MLPCN 99, MC4R antagonist 1, N-glyco inh 0 and CaV13 FRET inh -6.
Screening NS(=O)(=O)c1ccc(NC(=O)c2cc(-c3cccs3)nc3ccccc23)cc1 returned m5-HT2A agonist -2, PDI turbidity -5, H9c2 protect -1, aDG glyco up -0.5, MC4R ag barr 0.9, Vif imaging -1, ABCB6 inh MLPCN 99, MC4R antagonist -3, N-glyco inh -1 and CaV13 FRET inh -6.
For COc1ccc(S(=O)(=O)NCC2CCC(C(=O)NCc3cccnc3)CC2)cc1 (configuration not stated) the results were m5-HT2A agonist -2, PDI turbidity -4, H9c2 protect -5, aDG glyco up -0.1, MC4R ag barr -1.9, Vif imaging -20, ABCB6 inh MLPCN 87, MC4R antagonist 3, N-glyco inh 1 and CaV13 FRET inh -18.
CCC(C)(C)n1nnnc1C(c1ccc(C)cc1)N1CCCC1 (configuration not stated) was read as m5-HT2A agonist 0, PDI turbidity 11, H9c2 protect -1, aDG glyco up 0.0, MC4R ag barr 1.6, Vif imaging -5, ABCB6 inh MLPCN 96, MC4R antagonist 17, N-glyco inh 1 and CaV13 FRET inh -9.
COc1ccccc1NC(=O)Nc1ccccc1SC was read as m5-HT2A agonist 0, PDI turbidity -52, H9c2 protect 20, aDG glyco up 0.1, MC4R ag barr -1.0, Vif imaging 5, ABCB6 inh MLPCN 95, MC4R antagonist 0, N-glyco inh 1 and CaV13 FRET inh -5.
CN1CCN(C(=O)CSc2nnc(COc3ccc(Cl)cc3)o2)CC1 was read as m5-HT2A agonist -5, PDI turbidity inconclusive, H9c2 protect -2, aDG glyco up 0.1, MC4R ag barr 0.6, Vif imaging -5, ABCB6 inh MLPCN 100, MC4R antagonist -1, N-glyco inh 0 and CaV13 FRET inh -2.
Screening CC1(OC(=O)CCc2ccccc2)C(=O)C=C2C=C3CCCN3C=C2C1=O (configuration not stated) returned m5-HT2A agonist 2, PDI turbidity 2, H9c2 protect 5, aDG glyco up 0.0, MC4R ag barr -1.4, Vif imaging -3, ABCB6 inh MLPCN 94, MC4R antagonist 4, N-glyco inh 3 and CaV13 FRET inh -3.
For C=CCN(CC=C)CCCOc1ccccc1C(=O)OC the results were m5-HT2A agonist -4, PDI turbidity -1, H9c2 protect -6, aDG glyco up -0.2, MC4R ag barr 0.2, Vif imaging 1, ABCB6 inh MLPCN 99, MC4R antagonist 7, N-glyco inh 2 and CaV13 FRET inh -7.
For CCN1C(=O)N(c2cccc3ccccc23)C(C)=CC1(C)C the results were m5-HT2A agonist 4, PDI turbidity 4, H9c2 protect -5, aDG glyco up 0.8, MC4R ag barr 1.9, Vif imaging -9, ABCB6 inh MLPCN 97, MC4R antagonist 12 and N-glyco inh -2.
COc1ccc(CNc2nc(Cl)c(C#N)s2)cc1 was read as m5-HT2A agonist -3, PDI turbidity -6, H9c2 protect -8, aDG glyco up 0.0, MC4R ag barr 0.9, Vif imaging -2, ABCB6 inh MLPCN 101, MC4R antagonist 14, N-glyco inh -4 and CaV13 FRET inh -2.
`CCn1cc(C(=O)Nc2cccc(C(=O)OC)c2)c(=O)c2ccc(C)nc21` gave m5-HT2A agonist 2, PDI turbidity -5, H9c2 protect 4, aDG glyco up -0.1, MC4R ag barr -2.3, Vif imaging -4, ABCB6 inh MLPCN 93, MC4R antagonist -4, N-glyco inh 2 and CaV13 FRET inh -11.
O=C1CC(c2ccccc2Cl)=NN(c2ncnc3ccccc23)C1=O was read as m5-HT2A agonist -2, PDI turbidity 0, H9c2 protect 7, aDG glyco up 0.0, MC4R ag barr -0.9, Vif imaging -7, ABCB6 inh MLPCN 97, MC4R antagonist 11 and N-glyco inh 2.
Screening CC(=O)Nc1ccc(CN2CCCCCC2)cc1 returned m5-HT2A agonist 6, PDI turbidity 19, H9c2 protect 6, aDG glyco up -0.1, MC4R ag barr -1.3, Vif imaging 8, ABCB6 inh MLPCN 99, MC4R antagonist 2, N-glyco inh 2 and CaV13 FRET inh -4.
CCOc1cccc(NC(=O)/C(C#N)=C\c2cn(CC(=O)O)c3ccccc23)c1 was read as m5-HT2A agonist 1, PDI turbidity -3, H9c2 protect 1, aDG glyco up -0.3, MC4R ag barr 0.0, Vif imaging 6, ABCB6 inh MLPCN 103, MC4R antagonist 21, N-glyco inh 3 and CaV13 FRET inh -18.
Screening CN1CCN(CC(O)COCc2ccc3c(c2)OCO3)CC1 (configuration not stated) returned m5-HT2A agonist 5, PDI turbidity -4, H9c2 protect 1, aDG glyco up 0.3, MC4R ag barr -0.7, Vif imaging -3, ABCB6 inh MLPCN 101, MC4R antagonist -8, N-glyco inh 0 and CaV13 FRET inh -9.
Screening CCOC(=O)c1c(C)n(C)c2ccc(OC(=O)c3ccc(N4C(=O)CCC4=O)cc3)cc12 returned m5-HT2A agonist 4, PDI turbidity -5, H9c2 protect 4, aDG glyco up 0.7, MC4R ag barr 0.4, Vif imaging 0, ABCB6 inh MLPCN 103, MC4R antagonist 12, N-glyco inh 3 and CaV13 FRET inh -2.
Screening COc1ccc(NC(=O)CSc2nccn2-c2ccccc2)c(OC)c1 returned m5-HT2A agonist 0, PDI turbidity 1, H9c2 protect -4, aDG glyco up 0.3, MC4R ag barr -0.6, Vif imaging -7, ABCB6 inh MLPCN 95, MC4R antagonist 8, N-glyco inh -2 and CaV13 FRET inh -2.
`CC1CC(C)CN(C(=O)CCc2ccccc2)C1` (configuration not stated) gave m5-HT2A agonist -3, PDI turbidity 0, H9c2 protect 16, aDG glyco up 0.2, MC4R ag barr -1.7, Vif imaging -3, ABCB6 inh MLPCN 91, MC4R antagonist 1, N-glyco inh 1 and CaV13 FRET inh 1.
For Cc1ccc(SCc2nc(-c3ccccc3)no2)cc1 the results were m5-HT2A agonist 2, PDI turbidity -11, H9c2 protect -5, aDG glyco up 0.0, MC4R ag barr 2.1, Vif imaging -20, ABCB6 inh MLPCN 97, MC4R antagonist 13 and N-glyco inh 0.
`O=C(NCc1ccccc1)c1ccc(CS(=O)(=O)c2ccc(Br)cc2)o1` gave m5-HT2A agonist 7, PDI turbidity 11, H9c2 protect -2, aDG glyco up -0.1, MC4R ag barr -0.9, Vif imaging 2, ABCB6 inh MLPCN 96, MC4R antagonist 6, N-glyco inh -1 and CaV13 FRET inh -3.
